High-throughput results from PubChem.
PAFAH2 inh: PAFAH2 (human) inhibition; recombinant PAFAH2, FP-rhodamine activity probe, fluorescence polarization; hit rate 0.99% among 340,000; Q99487; AID 492956; inhibition, % at 3.39 µM;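 active means inhibition above the mean over all tested compounds plus 3 SD, cut at about 30% in these data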;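 further: inhibitors block probe labeling of enzyme so polarization drops; 0% = enzyme with DMSO and 100% = wells lacking PAFAH2 protein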
PAFAH1B2 FP inh: PAFAH1B2 (human) inhibition; P68402; hit rate 1.2% among 340,000; recombinant PAFAH1B2, FP-rhodamine activity probe, fluorescence polarization; inhibition, % at 3.39 µM;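 active means inhibition above the mean of all tested compounds plus 3 SD, cut at about 24% in these data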;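 further: 0% = enzyme with DMSO and 100% = wells lacking PAFAH1B2; many of its hits are not listed in these tables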
Target sequence (P68402 whole entry, looked up): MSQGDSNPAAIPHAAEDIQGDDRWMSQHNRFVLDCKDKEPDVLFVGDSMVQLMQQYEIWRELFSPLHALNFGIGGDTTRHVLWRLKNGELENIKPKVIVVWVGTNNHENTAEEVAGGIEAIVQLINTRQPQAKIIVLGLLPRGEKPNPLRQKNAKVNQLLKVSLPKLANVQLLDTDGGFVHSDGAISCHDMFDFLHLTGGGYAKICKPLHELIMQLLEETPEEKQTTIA
PAFAH1B3 inh: PAFAH1B3 (human) inhibition; inhibition, % at 3.39 µM; hit rate 0.28% among 340,000; Q15102; recombinant PAFAH1B3, FP-rhodamine probe, fluorescence polarization; AID 492972;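 active means inhibition above the screen-wide average of all tested compounds plus 3 SD, cut at about 25% in these data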;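 further: 0% = enzyme with DMSO only and 100% = wells lacking PAFAH1B3 protein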
Target sequence (Q15102 whole entry, looked up): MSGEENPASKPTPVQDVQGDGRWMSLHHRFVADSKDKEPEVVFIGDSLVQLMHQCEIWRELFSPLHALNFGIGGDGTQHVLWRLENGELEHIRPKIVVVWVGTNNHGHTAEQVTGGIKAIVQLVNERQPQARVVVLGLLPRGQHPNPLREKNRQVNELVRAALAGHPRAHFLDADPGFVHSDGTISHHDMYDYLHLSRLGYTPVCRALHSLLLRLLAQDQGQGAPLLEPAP
* = called active by the depositor. Only part of the results is shown. The share of hits here may be higher or lower than overall.

SMILES | PAFAH2 inh | PAFAH1B3 inh | PAFAH1B2 FP inh
O=C1/C(=C/c2ccco2)SC(=S)N1c1cccnc1 | 32* | 14 | 7
CCOCc1nnc(NC(=O)c2c(-c3ccccc3)noc2C)s1 | 3 | 8 | 4
COc1ccc(CC(=O)OCC(=O)NC2CCCCCC2)cc1OC | 28 | 5 | 4
O=C(CCC(=O)N1CCN(S(=O)(=O)c2ccc(Cl)cc2)CC1)NCc1cccc(C(F)(F)F)c1 | -1 | 1 | 27*
COc1ccccc1CC(NC(C)=O)C(=O)NC1CCN(C(=O)Nc2cccc(F)c2)CC1 (stereo not drawn) | 4 | 6 | 4
CC(C)c1nc(CNC(=O)C2CCC(=O)N(CCc3cccc(F)c3)C2)cs1 (stereo not drawn) | -2 | 8 | 0
Cc1[nH]c2ccccc2c1C(=O)CCl | -1 | 4 | 10
O=C1/C(=C\c2ccc(Cl)cc2)CCC1CNc1ccc(Cl)cc1 (stereo not drawn) | 4 | 15 | -3
CC(C=NNC(=O)C(=O)NN=CC(C)=Cc1ccccc1)=Cc1ccccc1 | 9 | 7 | 4
O=C(NCCN1CCOCC1)c1cccc(S(=O)(=O)Nc2cc(Cl)ccc2Cl)c1 | 7 | 9 | 4
Cc1c(C(=O)O)sc(S(=O)(=O)N2CCN(C(=O)Cc3ccc(Cl)cc3)CC2)c1C(=O)O | 1 | 8 | 3
CC(=O)N1c2ccccc2N2C(c3c(C)c(C)cc(C)c3C)=NON12 | -8 | -4 | -8
CCN(CC)CCCOc1nc(C)nc2c1oc1ccccc12 | -4 | 9 | 8
CCCN1CCN(CC(=O)NCC(=O)Nc2cccc(C)c2C)CC1 | -4 | 3 | 3
COc1ccc2oc(=N)c(C(=O)NCc3ccccc3)cc2c1 | 3 | 5 | 8
CCCCCCCSc1ncnc2[nH]ncc12 | 2 | -4 | 1
CCCOc1cccc(C(=O)N/N=C/c2coc3ccccc3c2=O)c1 | 3 | 11 | 2
Cc1ccc(NC(=O)COc2ccc(/C=N\NC(=O)c3cccnc3)cc2)cc1C | -8 | -9 | 1
O=C(CCc1ccccc1)NNC(=O)COc1ccc(Cl)cc1 | 9 | 6 | 2
CCOC(=O)/C(=C/c1ccc(N2CCC(c3ccccc3)=N2)cc1)C(C)=O | -7 | 0 | -5
NC(=O)c1ncn([C@@H]2O[C@H](CNCc3ccc(OCC(=O)Nc4nccs4)cc3)[C@@H](O)[C@H]2O)n1 | -1 | 7 | 9
O=C1CN(N=Cc2ccco2)C(=O)N1 | -1 | 5 | 4
Cc1ccc(-c2csc(NC(=O)CSc3nc4ccccc4[nH]3)n2)cc1 | -27 | 10 | 7
CN(C)CCCNc1nc(N)c([N+](=O)[O-])c(NCc2ccccc2)n1 | 5 | 0 | 2
Cc1cc2cc3c(cc2nc1SCC(=O)N1CCCC1)OCCO3 | 2 | 6 | 6
CSc1nc(N)c2c(n1)N(C)C=NS2(=O)=O | 6 | 15 | 4
COc1ccccc1C(=O)Nc1ccc2[nH]ncc2c1 | -2 | 5 | 0
CC(=O)N1C[C@H]2CON(C)[C@H]2C[C@H]1c1ccccc1Br | 4 | 4 | 1
O=C1c2ccccc2C(=O)N1CCC(=O)N1CCc2ccccc21 | -2 | 2 | 7
CCCCCCCC(=O)N1CCN(c2cc3c(cc2F)c(=O)c(C(=O)O)cn3CC)CC1 | -4 | 5 | -2

7 entries already listed, arranged by the number in PAFAH2 inh, smallest number first.
SMILES | PAFAH2 inh | PAFAH1B3 inh | PAFAH1B2 FP inh
Cc1ccc(-c2csc(NC(=O)CSc3nc4ccccc4[nH]3)n2)cc1 | -27 | 10 | 7
Cc1ccc(NC(=O)COc2ccc(/C=N\NC(=O)c3cccnc3)cc2)cc1C | -8 | -9 | 1
NC(=O)c1ncn([C@@H]2O[C@H](CNCc3ccc(OCC(=O)Nc4nccs4)cc3)[C@@H](O)[C@H]2O)n1 | -1 | 7 | 9
CCCCCCCSc1ncnc2[nH]ncc12 | 2 | -4 | 1
CCCOc1cccc(C(=O)N/N=C/c2coc3ccccc3c2=O)c1 | 3 | 11 | 2
CC(=O)N1C[C@H]2CON(C)[C@H]2C[C@H]1c1ccccc1Br | 4 | 4 | 1
CSc1nc(N)c2c(n1)N(C)C=NS2(=O)=O | 6 | 15 | 4

Next structures.
SMILES | PAFAH2 inh | PAFAH1B3 inh | PAFAH1B2 FP inh
Cc1ccc(C(=O)C=Cc2cccc(C)c2)cc1 | 6 | 9 | 4
Cc1ccc(NS(=O)(=O)N2CCOCC2)cc1 | 1 | 4 | 3
CCSCc1nc2ccccn2c1Br | -3 | 8 | -2
Cc1cc(NS(=O)(=O)c2ccc(NC(=O)c3ccoc3C)cc2)nc(C)n1 | 6 | 0 | -3
CCCOc1cccc(C2/C(=C(/O)c3ccccc3)C(=O)C(=O)N2CCN(C)C)c1 (stereo not drawn) | -4 | -2 | -2
C/C(=N\NC(=O)c1cc(Br)ccc1O)c1ccccn1 | -3 | 10 | 8
Cc1ccc(C(=O)NN=Cc2ccc3c(c2)OCO3)cc1 | -1 | 3 | -5
NC(=O)c1nsc(C(=O)N(Cc2ccco2)C(C(=O)NCC2CCCO2)c2ccc(F)cc2)c1N (stereo not drawn) | 6 | 5 | 5
O=C(O)C(Cc1ccc(OS(=O)(=O)Cc2ccccc2)cc1)NS(=O)(=O)Cc1ccccc1 (stereo not drawn) | 6 | 8 | 11
CC(=O)c1ccc(OCCCC(=O)OCC(=O)N2CCN(S(=O)(=O)c3ccc(C)cc3C)CC2)cc1 | 18 | 3 | 4
COc1ccc(S(=O)(=O)NCC2CCC(C(=O)N3CCC4(CC3)OCCO4)CC2)cc1 (stereo not drawn) | -2 | 4 | 5
Cc1c(C(=O)N2CCc3ccccc32)oc2c1C(=O)CC(C)(C)C2 | -3 | 6 | -3
O=C(CNC(=O)c1ccco1)Nc1ccc(OC(F)F)cc1 | -3 | 5 | 2
O=C(Nc1ccc(Cl)c(S(=O)(=O)N2CCOCC2)c1)c1ccc(Cl)nc1 | 8 | 4 | 16
CC(=O)c1cccc(NC(=O)CN2CCN(Cc3ccccc3)CC2)c1 | -2 | 11 | 0
CC(C)NC1(C(N)=O)CCN(Cc2ccccc2)CC1 | 2 | 7 | 4
COC(=O)c1ccccc1NC(=O)CCS(=O)(=O)c1ccc(Br)cc1 | 8 | 3 | 8
CC(=O)Nc1ccc(-c2nnc(SCC(=O)n3c4c(c5ccccc53)CCCC4)n2C)cc1 | 1 | 7 | 1
CC(C)c1ccc(/C=C/C(=O)NC(=S)NN2CCOCC2)cc1 | -60 | 7 | -1
COc1ccc(S(=O)(=O)/C(C#N)=C/Nc2ccc(NC(C)=O)cc2)cc1 | -3 | 0 | 7
CCC(=O)N1CCc2cc(S(=O)(=O)NC(Cc3ccccc3)C(=O)NC3CCCCC3)ccc21 (stereo not drawn) | -5 | 0 | 2
CC[C@H](C)[C@H]1CNC(=S)N1CC1CCN(CC2CCC(C)CC2)CC1 (stereo partly drawn) | -9 | 3 | 6
Clc1ccccc1CN1CCN(CCCc2ccccc2)CC1 | -1 | 9 | 2
CCn1c(=O)c(C(=O)Nc2cccnc2)c(O)c2ccccc21 | -5 | 5 | -2
COc1ccc2c(CC(=O)NNC(=O)c3cccs3)coc2c1 | 10 | 6 | 9
COc1ccc(NC(=O)CCN(c2ccc(OC)cc2)S(=O)(=O)c2ccc(C)c(C)c2)cc1 | 4 | 2 | -4
CCOCCCNC(c1ccccc1)c1ccncc1 (stereo not drawn) | -2 | 6 | 4
CC(C)(C)C(=O)/C=C/c1ccc(Oc2ccccc2)cc1 | 1 | 8 | 9
COc1ccccc1C(=O)C1CCCN(C(=O)c2ccccc2C(C)=O)C1 (stereo not drawn) | -12 | 5 | 4
O=C(c1cccc(S(=O)(=O)N2CCCC2)c1)N1CCN(S(=O)(=O)c2cccc(Cl)c2)CC1 | 7 | 7 | 9
CCOC(=O)c1cc(NC(=O)c2ccccc2)c(=O)oc1C(F)(F)F | -2 | 4 | 4
CC(C)NC1CCC(Nc2ccnc3cc(Cl)ccc23)CC1 (stereo not drawn) | 2 | 14 | 0
COc1ccc(N2CCN(CNC(=O)c3ccccc3)CC2)cc1 | -2 | 12 | -2
Cc1cc(C(=O)N2CCCC(C(=O)c3ccc(Oc4ccccc4)cc3)C2)n[nH]1 (stereo not drawn) | 1 | 5 | 2
Clc1ccc(-c2nnc(-c3cccc4ccccc34)o2)cc1 | -5 | -10 | 3
Cc1cnc(C(=O)N2CCN(S(=O)(=O)c3cc(C(F)(F)F)cc(C(F)(F)F)c3)CC2)cn1 | -1 | 1 | 2
COC(=O)C(C)Sc1nc2c(c(=O)n(C)c(=O)n2C)n1Cc1cccc(C)c1 (stereo not drawn) | -5 | 6 | 6
Cn1c(=O)[nH]c(N)c(Br)c1=O | -3 | 5 | 2
Cc1ccc(CC(C(=O)O)C(C)C(=O)Nc2ccc(F)cc2)cc1 (stereo not drawn) | 0 | -4 | 12
CCNC(COC(=O)c1ccc([N+](=O)[O-])cc1)C1CCCCC1 (stereo not drawn) | 4 | 15 | 5
COc1c(Br)cc(Br)cc1/C=N/NC(=O)c1cccnc1 | 4 | 6 | 5
O=C1CCN(Cc2ccc(Cl)cc2Cl)C(=O)N1 | 2 | 7 | 4
CCc1csc(CCNC(=O)C2CCC(=O)N(CCc3cccc(F)c3)C2)n1 (stereo not drawn) | -4 | 5 | 6
Cc1ccc(S(=O)(=O)N2CCN(C(=O)c3cc(S(=O)(=O)N4CCOCC4)c(Cl)cc3Cl)CC2)cc1 | 2 | 8 | 17
O=C(NCCc1ccccc1)c1cccc(NC(=O)C2CCCCC2)c1 | -10 | 5 | 4
Cc1cc(C)n(-c2nc(NCCC(C)C)c3c4c(sc3n2)COC(C)(C)C4)n1 | -3 | 6 | 7
COc1cccc(N2C(=O)c3cccnc3C2O)c1 (stereo not drawn) | -6 | 4 | 1
O=C(O)C(NC(=O)C1CCCN1C(=O)OCc1ccccc1)c1ccccc1 (stereo not drawn) | -6 | 0 | 2
CN(C(=O)c1cccc(NC(=O)Cc2ccc(NC(=O)C3CCN(C(=O)C4CC4)CC3)cc2)c1)C1CC1 | 2 | -1 | 2
CCON1C(=O)C2(CCCCC2)C(=O)C12C=CCCC2 (stereo not drawn) | 1 | 5 | 14
COc1cccc2c1O/C(=N\O)C(C(=O)Nc1cccc(Br)c1)C2 (stereo not drawn) | -12 | 1 | 0
CCCCN1CC(Br)C(=O)NC1=O (stereo not drawn) | 3 | 0 | -1
O=C(COC(=O)C1CC1)NCc1ccccc1 | 22 | 1 | 4
O=C(N/N=C/c1c(O)n(-c2ccccc2Cl)c(=O)c2ccccc12)c1cccnc1 | 20 | 5 | 14
O=C(NC(=S)Nc1cccc(NC(=S)NC(=O)c2ccccc2)c1)c1ccccc1 | -8 | -3 | -2
Cc1cc2nc3c(=O)[nH]c(=O)[nH]c3nc2c([N+](=O)[O-])c1N | 29 | 16 | 17
CCCCC(C(=O)NC(C)(C)C)N(Cc1ccccc1Cl)C(=O)c1snc(C(N)=O)c1N (stereo not drawn) | -5 | 7 | 0
O=C(NCCCN1CCCCCC1)c1ccc(CS(=O)(=O)Cc2ccccc2F)o1 | 5 | 3 | -3
CCN(C(=O)COC(=O)CCOc1cccc(C)c1)c1c(N)n(Cc2ccccc2)c(=O)[nH]c1=O | 1 | -6 | 1
Cn1c2ccccc2c(=O)c2c(=O)n(-c3ccc(F)cc3)c(C3CCCCC3)nc21 | 5 | -2 | 2

Further compounds.
SMILES | PAFAH2 inh | PAFAH1B3 inh | PAFAH1B2 FP inh
Cc1ccc(S(=O)(=O)N2CCN(C(=O)COC(=O)COc3ccccc3C(C)C)CC2)c(C)c1 | 3 | -5 | -4
CC(C)CN1CC(C)C(=O)NC1=S (stereo not drawn) | 2 | 8 | 8
CC1(C)CC(NC(=O)C2CCCCC2)CC(C)(C)N1 | 5 | 8 | 1
CCN(CC)c1nc(NNC(=O)c2ccccc2)nc(N(CC)CC)n1 | 2 | 2 | 3
COCCn1c(C)nnc1SCC(=O)NNC(=O)c1ccc(Br)cc1 | -8 | -1 | 4
CCN(Cc1ccccc1)C(=O)COC(=O)Cc1c[nH]c2ccccc12 | 6 | 13 | 9
Cc1ccc(-n2c(C)c(C)c3c(NCCCO)ncnc32)cc1 | 1 | 17 | 2
Cc1ccc(S(=O)(=O)N2CCCCC2)cc1NC(=O)CCCOc1ccccc1 | 12 | 0 | 5
CCOC(=O)C1=NNC(C(=O)OCC)C1c1ccccc1 (stereo not drawn) | 2 | -2 | 4
O=C(C=Cc1ccccc1)CC(c1ccccc1)N1CCOCC1 (stereo not drawn) | 7 | 2 | -2
CN(C(=O)c1ccc(NC(=O)Cc2cccc(NC(=O)C3CCN(C(=O)c4ccccc4)CC3)c2)cc1)C1CC1 | 7 | 2 | 4
Cc1c(Cl)cccc1NC(=O)CNC(=O)CCCc1nc2ccccc2c(=O)[nH]1 | 5 | 4 | -1
COC(C/C=C/[C@H](O)COCc1ccccc1)OC | -6 | 5 | 3
Cc1oc2cc3oc(=O)c(CC(=O)NCCC(=O)O)c(C)c3cc2c1C | 4 | -4 | 7
